PPARg SRC3 recr: promotes SRC-3 coactivator recruitment by human PPARgamma; P37231; biochemical PPARgamma/SRC-3 coactivator recruitment assay; activation, % at 8 µM; hit rate 0.26% among 200,000; AID 731; in the data active means activation above about 23%;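 further: 0% = DMSO and 100% = reference agonist; some compounds past the cut are filed as inactive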
Target sequence (P37231 whole entry, looked up): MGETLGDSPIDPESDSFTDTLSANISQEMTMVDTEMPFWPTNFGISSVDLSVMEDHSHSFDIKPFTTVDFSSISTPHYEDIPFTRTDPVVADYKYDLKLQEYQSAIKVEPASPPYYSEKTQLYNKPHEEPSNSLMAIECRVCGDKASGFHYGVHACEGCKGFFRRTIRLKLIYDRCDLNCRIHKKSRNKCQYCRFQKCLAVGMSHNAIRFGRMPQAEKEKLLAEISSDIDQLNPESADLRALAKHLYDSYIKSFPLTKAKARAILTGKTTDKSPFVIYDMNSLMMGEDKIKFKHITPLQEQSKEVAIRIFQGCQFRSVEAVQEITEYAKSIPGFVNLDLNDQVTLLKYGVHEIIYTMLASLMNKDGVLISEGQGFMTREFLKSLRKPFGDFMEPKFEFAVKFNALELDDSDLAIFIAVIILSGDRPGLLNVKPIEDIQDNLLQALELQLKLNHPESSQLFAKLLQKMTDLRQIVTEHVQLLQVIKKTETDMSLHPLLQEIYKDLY
STAT3 blocker: reduces IL-6 driven STAT3 reporter signal. U3A cells, IL-6 STAT3-luciferase reporter, luminescence; host cell line lacks STAT1. inhibition, % at 5.5 µM. hit rate 0.89% among 190,000;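 active means inhibition above the mean inhibition across all screened compounds plus 3 SD, cut at about 44% in these data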;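 further: 0% = DMSO only wells and 100% = 100 µM nifuroxazide control wells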
STAT1 blocker: reduces IFN-gamma driven STAT1 reporter signal; NIH 3T3 STAT1-luciferase reporter, luminescence; inhibition, % at 5.5 µM; hit rate 0.35% among 200,000;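 active means inhibition above a set limit, the mean inhibition across all tested compounds plus 3 SD, cut at about 34% in these data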;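 further: 0% = IFN-gamma with DMSO and 100% = IFN-gamma with 300 µM nifuroxazide; values of inactives mirror those of a sister screen read the other way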
SRC2 TRFRET art: flags TR-FRET format artefacts in PPARgamma SRC-2 recruitment agonist screen | TR-FRET artefact counter-screen; active compounds read high | hit rate 0.4% among 200,000 | AID 1049 | TR-FRET ratio at 8 µM; in the data active means TR-FRET ratio above about 2000; further: inactives centre near 1500
STAT3 act: STAT3 signaling activation; AID 871; activation (% of control), % at 5.6 µM; hit rate 0.91% among 190,000; U3A cells, IL-6 STAT3-luciferase reporter, luminescence; 100% = signal with IL-6 EC80 alone;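 active means activation above the screen-wide mean of compound activation plus 3 SD, cut at about 130% in these data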;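 further: 0% = background luminescence of wells with medium and substrate only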
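System – human U3A cells carrying STAT3-luciferase construct · Probe or stimulus – Interleukin-6, 33 ng/mL · Schedule – compound 1 h, then IL-6 6 h at 37 °C · Signal – luminescence from STAT3-driven luciferase reporter · Evaluation – percent of IL-6-only median luminescence · Benchmarks – IL-6-only high control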
PPARg SRC-1 ag: promotes SRC-1 coactivator recruitment by human PPARgamma. P37231. PPARgamma-SRC-1 coactivator recruitment biochemical assay. activation, % at 8 µM. hit rate 0.41% among 200,000; in the data active means activation above about 19%;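 further: 0% = DMSO and 100% = reference agonist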
TNAP act hi DEA: increases human TNAP activity under high phosphate acceptor concentration | activation factor at 20 µM | 200,000 tested, under 10 active | AID 1136 | P05186 | purified TNAP, CDP-star luminescence, 1 M DEA, 30 min; active compounds read high; 0 = EDTA background, 1 = DMSO-only activity;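 active means activation factor at least 2 at 20 µM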
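Test system – human TNAP · Doses – 20 µM single point · Incubation – 30 min, room temperature · Signal – luminescent substrate turnover signal · Read-out basis – activation factor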
bIAP act: intestinal alkaline phosphatase (bovine) activation; activation factor at 20 µM; AID 1016; hit rate 0.17% among 200,000; purified bovine IAP, CDP-star luminescence, 30 min; active compounds read high; fold of DMSO-control signal, blank-subtracted;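 active means activation factor of 2 or more at 20 µM, a signal rise over negative controls twice the positive control's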
bIAP inhibitor: blocks bovine intestinal alkaline phosphatase activity | purified bovine IAP, CDP-star luminescence, 30 min | inhibition, % at 20 µM | 190,000 tested, under 10 active | AID 1019;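 active means over 50% inhibition of intestinal alkaline phosphatase at 20 µM in the single-dose screen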
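Assay system – bovine IAP enzyme · Quantity – bovine IAP at 1/65,000,000 final dilution · Detection – CDP-star luminescence signal · Times – 30 min reaction at room temperature · Also added – CDP-star substrate at 30 µM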
PPARg SRC2 recr: agonists of SRC-2 recruitment by human PPARgamma. PPARgamma LBD-SRC-2 recruitment, biochemical. activation, % at 8 µM. hit rate 0.34% among 200,000; in the data active means activation above about 22%;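 further: 0% = vehicle and 100% = reference agonist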
ROMK primary: modulates human ROMK potassium channel activity; hit rate 2% among 130,000; B-score at 10 µM; AID 1918; P48048; Tet-inducible ROMK, thallium flux fluorescence; actives lie on both sides;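 active means signal ratio slope over the read window, or its plate-corrected B-score, at least 3 SD from the plate mean, either direction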;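 further: B-score of the F/F0 ratio slope over 7 to 12 s after thallium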
Target sequence (P48048 whole entry, looked up): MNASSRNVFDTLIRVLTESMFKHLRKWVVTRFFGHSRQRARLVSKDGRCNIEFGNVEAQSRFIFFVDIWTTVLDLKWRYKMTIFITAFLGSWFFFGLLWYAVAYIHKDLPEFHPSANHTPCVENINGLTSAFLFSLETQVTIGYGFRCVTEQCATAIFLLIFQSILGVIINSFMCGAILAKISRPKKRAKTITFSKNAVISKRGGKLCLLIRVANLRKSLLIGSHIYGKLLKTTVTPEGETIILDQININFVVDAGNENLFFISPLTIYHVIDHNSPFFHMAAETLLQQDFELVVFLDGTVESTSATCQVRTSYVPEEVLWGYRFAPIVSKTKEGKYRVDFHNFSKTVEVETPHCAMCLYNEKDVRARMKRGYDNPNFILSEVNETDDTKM
Numbers without * were called inactive.

O=C(CNC(=O)c1ccccc1Cl)N/N=C/C=C/c1ccccc1 was read as PPARg SRC3 recr 1, STAT3 blocker 5, STAT1 blocker -13, SRC2 TRFRET art 1558, STAT3 act 97, PPARg SRC-1 ag 4, TNAP act hi DEA 1, bIAP act 1.2, bIAP inhibitor -21, PPARg SRC2 recr 5 and ROMK primary 0.71.
For CC1=C(C(=O)OCC2CCCO2)C(c2coc3ccccc3c2=O)C2=C(CC(C)(C)CC2=O)N1 (centres undefined) the results were PPARg SRC3 recr 2, STAT3 blocker -4, STAT1 blocker 7, SRC2 TRFRET art 1526, STAT3 act 111, PPARg SRC-1 ag -2, TNAP act hi DEA 1, bIAP act 1.1, bIAP inhibitor -11, PPARg SRC2 recr 0 and ROMK primary -0.097.
Screening Cc1ccccc1CNC(=O)C(=O)Nc1nccs1 returned PPARg SRC3 recr 8, STAT3 blocker 4, STAT1 blocker -4, SRC2 TRFRET art 1745, STAT3 act 101, PPARg SRC-1 ag 9, TNAP act hi DEA 1, bIAP act 1, bIAP inhibitor 4, PPARg SRC2 recr 9 and ROMK primary -0.66.
`O=C(NCCCCc1ccccc1)c1ccccc1Cl` gave PPARg SRC3 recr 1, STAT3 blocker 4, STAT1 blocker -11, SRC2 TRFRET art 1463, STAT3 act 98, PPARg SRC-1 ag 4, TNAP act hi DEA 1, bIAP act 0.9, bIAP inhibitor 13 and PPARg SRC2 recr 5.
For BrCCOCCOc1ccc2ccccc2c1 the results were PPARg SRC3 recr -3, STAT3 blocker 17, STAT1 blocker -2, SRC2 TRFRET art 1565, STAT3 act 86, PPARg SRC-1 ag 10, TNAP act hi DEA 1, bIAP act 1, bIAP inhibitor 0, PPARg SRC2 recr 3 and ROMK primary -0.53.
Screening O=C(CC1C(=O)NCCN1C(=O)Nc1ccccc1)Nc1ccc2c(c1)OCO2 (centres undefined) returned PPARg SRC3 recr -2, STAT3 blocker -1, STAT1 blocker 0, SRC2 TRFRET art 1476, STAT3 act 105, PPARg SRC-1 ag 0, TNAP act hi DEA 1, bIAP act 1, bIAP inhibitor 4 and PPARg SRC2 recr 2.
`COc1ccc2c(c1)CC/C(=C\c1ccc(OC)c(Cn3nc(C)cc3C)c1)C2=O` gave PPARg SRC3 recr -7, STAT3 blocker 5, STAT1 blocker -2, SRC2 TRFRET art 1583, STAT3 act 94, PPARg SRC-1 ag 5, TNAP act hi DEA 1.1, bIAP act 1, bIAP inhibitor 0, PPARg SRC2 recr -1 and ROMK primary -0.59.
`CC1(C)Cc2ccccc2-c2nc3ccccc3c(=O)n21` gave PPARg SRC3 recr 3, STAT3 blocker 13, STAT1 blocker -2, SRC2 TRFRET art 1453, STAT3 act 93, PPARg SRC-1 ag -1, TNAP act hi DEA 1, bIAP act 0.9, bIAP inhibitor 10 and PPARg SRC2 recr 4.
O=S(=O)(Nc1nc(-c2sccc2Cl)cs1)c1cc(Cl)ccc1Cl was read as PPARg SRC3 recr -3, STAT3 blocker -32, STAT1 blocker 5, SRC2 TRFRET art 1583, STAT3 act 132, PPARg SRC-1 ag -2, TNAP act hi DEA 1, bIAP act 0.9, bIAP inhibitor 13 and PPARg SRC2 recr 1.
`O=C(CN1CCN(c2ccc(F)cc2)CC1)Nc1ccc(F)c(F)c1` gave PPARg SRC3 recr 7, STAT3 blocker 2, STAT1 blocker 1, SRC2 TRFRET art 1664, STAT3 act 101, PPARg SRC-1 ag 2, TNAP act hi DEA 1, bIAP act 0.9, bIAP inhibitor 9 and PPARg SRC2 recr 5.
`CC(=O)Nc1ccc(Br)cc1C(=O)C(=O)O` gave PPARg SRC3 recr 5, STAT3 blocker 16, STAT1 blocker 3, SRC2 TRFRET art 1641, STAT3 act 85, PPARg SRC-1 ag 12, TNAP act hi DEA 1, bIAP act 0.9, bIAP inhibitor 8 and PPARg SRC2 recr 7.
`CC(=O)Nc1ccc(OCC(=O)NCc2ccc3c(c2)OCO3)cc1` gave PPARg SRC3 recr 0, STAT3 blocker -2, STAT1 blocker -7, SRC2 TRFRET art 1719, STAT3 act 103, PPARg SRC-1 ag 13, TNAP act hi DEA 1.1, bIAP act 1, bIAP inhibitor 3, PPARg SRC2 recr 0 and ROMK primary 1.1.
For CC1CCc2sc(C(=O)N=Nc3c(O)[nH]c4ccccc34)cc2C1 (centres undefined) the results were PPARg SRC3 recr 8, STAT3 blocker -11, STAT1 blocker -1, SRC2 TRFRET art 1644, STAT3 act 110, PPARg SRC-1 ag 17, TNAP act hi DEA 1, bIAP act 0.8, bIAP inhibitor 21 and PPARg SRC2 recr 13.
Screening CC1(C)CC(=O)C=C(NC2CC(C)(C)NC(C)(C)C2)C1 returned PPARg SRC3 recr -5, STAT3 blocker 2, STAT1 blocker -2, SRC2 TRFRET art 1517, STAT3 act 104, PPARg SRC-1 ag 7, TNAP act hi DEA 1, bIAP act 1.1, bIAP inhibitor -5, PPARg SRC2 recr 4 and ROMK primary -0.24.
`CCN(c1ccccc1)S(=O)(=O)c1ccc(OC)c(NS(=O)(=O)c2cccs2)c1` gave PPARg SRC3 recr 3, STAT3 blocker 1, STAT1 blocker 5, SRC2 TRFRET art 1631, STAT3 act 105, PPARg SRC-1 ag 4, TNAP act hi DEA 1, bIAP act 1.2, bIAP inhibitor -15, PPARg SRC2 recr -1 and ROMK primary 0.28.
Screening CCc1ccc(N2C(=O)CN(CC(=O)OC)C2=S)cc1 returned PPARg SRC3 recr -6, STAT3 blocker 6, STAT1 blocker 8, SRC2 TRFRET art 1562, STAT3 act 100, PPARg SRC-1 ag 6, TNAP act hi DEA 1, bIAP act 1, bIAP inhibitor -2, PPARg SRC2 recr 0 and ROMK primary 0.038.
For COCCNC(=O)CSc1nc2cc(OC)c(OC)cc2c(=O)n1CCC1=CCCCC1 the results were PPARg SRC3 recr 0, STAT3 blocker 3, STAT1 blocker -2, SRC2 TRFRET art 1628, STAT3 act 103, PPARg SRC-1 ag 9, TNAP act hi DEA 1, bIAP act 0.4 and PPARg SRC2 recr 7.
`CCOC(=O)C1(C)C=C(Nc2ccccc2)C(=O)N1c1ccccc1` (centres undefined) gave PPARg SRC3 recr 1, STAT3 blocker -3, STAT1 blocker -9, SRC2 TRFRET art 1456, STAT3 act 104, PPARg SRC-1 ag 8, TNAP act hi DEA 1.1, bIAP act 1.1, bIAP inhibitor -10, PPARg SRC2 recr -3 and ROMK primary -0.36.
Cc1ccc(S(=O)(=O)N2CCC(C(=O)OCC(=O)N3CCc4ccccc43)CC2)cc1 was read as PPARg SRC3 recr 6, STAT3 blocker 7, STAT1 blocker 0, SRC2 TRFRET art 1548, STAT3 act 102, PPARg SRC-1 ag 0, TNAP act hi DEA 1.1, bIAP act 0.9, bIAP inhibitor 7 and PPARg SRC2 recr 3.
For Cn1c(=O)c2c(SCc3c(F)cccc3Cl)nc(CC(C)(C)C)nc2n(C)c1=O the results were PPARg SRC3 recr 1, STAT3 blocker 1, STAT1 blocker -6, SRC2 TRFRET art 1362, STAT3 act 107, PPARg SRC-1 ag 8, TNAP act hi DEA 1, bIAP act 0.9, bIAP inhibitor 8 and PPARg SRC2 recr 1.

Continued, overlapping the part above by 2 compounds.
Cc1ccc(S(=O)(=O)N2CCC(C(=O)OCC(=O)N3CCc4ccccc43)CC2)cc1 was read as PPARg SRC3 recr 6, STAT3 blocker 7, STAT1 blocker 0, SRC2 TRFRET art 1548, STAT3 act 102, PPARg SRC-1 ag 0, TNAP act hi DEA 1.1, bIAP act 0.9, bIAP inhibitor 7 and PPARg SRC2 recr 3.
For Cn1c(=O)c2c(SCc3c(F)cccc3Cl)nc(CC(C)(C)C)nc2n(C)c1=O the results were PPARg SRC3 recr 1, STAT3 blocker 1, STAT1 blocker -6, SRC2 TRFRET art 1362, STAT3 act 107, PPARg SRC-1 ag 8, TNAP act hi DEA 1, bIAP act 0.9, bIAP inhibitor 8 and PPARg SRC2 recr 1.
`O=C(CNC(=O)C1COc2ccccc2O1)N/N=C\c1cccc(O)c1` (centres undefined) gave PPARg SRC3 recr 5, STAT3 blocker -6, STAT1 blocker -5, SRC2 TRFRET art 1694, STAT3 act 104, PPARg SRC-1 ag 3, TNAP act hi DEA 1, bIAP act 1, bIAP inhibitor -4 and PPARg SRC2 recr 13.
Screening O=[N+]([O-])c1ccc(N/N=C2\CC3CC=CC23)cc1 (centres undefined) returned PPARg SRC3 recr 1, STAT3 blocker 3, STAT1 blocker -19, SRC2 TRFRET art 1701, STAT3 act 104, PPARg SRC-1 ag -8, TNAP act hi DEA 0.8, bIAP act 0.8, bIAP inhibitor 25, PPARg SRC2 recr -5 and ROMK primary -1.7.
`COc1ccc(OCC(=O)NN2Cc3ccccc3C2=N)cc1` gave PPARg SRC3 recr -8, STAT3 blocker -10, STAT1 blocker -2, SRC2 TRFRET art 1569, STAT3 act 107, PPARg SRC-1 ag 6, TNAP act hi DEA 1.1, bIAP act 0.9, bIAP inhibitor 8, PPARg SRC2 recr 8 and ROMK primary 0.44.
For S=C(Nc1ccc(Cl)cc1)N(CCCN1CCOCC1)Cc1ccco1 the results were PPARg SRC3 recr -2, STAT3 blocker -6, STAT1 blocker -3, SRC2 TRFRET art 1590, STAT3 act 103, PPARg SRC-1 ag -7, TNAP act hi DEA 1, bIAP act 0.7, bIAP inhibitor 32, PPARg SRC2 recr -9 and ROMK primary -0.77.
Screening O=C(NCCN1CCCCCC1)C1CC(=O)N(CCc2ccccc2)C1 (centres undefined) returned PPARg SRC3 recr -4, STAT3 blocker -8, STAT1 blocker -7, SRC2 TRFRET art 1468, STAT3 act 108, PPARg SRC-1 ag -3, TNAP act hi DEA 1, bIAP act 1, bIAP inhibitor 1, PPARg SRC2 recr -2 and ROMK primary 0.25.
CCCCC1CCC(C(=O)Nc2ccc(S(=O)(=O)Nc3nccs3)cc2)CC1 (centres undefined) was read as PPARg SRC3 recr 7, STAT3 blocker 11, STAT1 blocker -3, SRC2 TRFRET art 1450, STAT3 act 92, PPARg SRC-1 ag 1, TNAP act hi DEA 1.1, bIAP act 0.3 and PPARg SRC2 recr -6.
Screening Cc1ccn2c(C(=O)N/N=C\c3cccs3)c(C)nc2c1 returned PPARg SRC3 recr 8, STAT3 blocker 15, STAT1 blocker -13, SRC2 TRFRET art 1685, STAT3 act 95, PPARg SRC-1 ag 9, TNAP act hi DEA 1, bIAP act 1.1, bIAP inhibitor -10 and PPARg SRC2 recr 4.
Cc1cc(C)nc(Nc2n[nH]c(Cc3ccccc3)n2)n1 was read as PPARg SRC3 recr -3, STAT3 blocker 6, STAT1 blocker 5, SRC2 TRFRET art 1581, STAT3 act 96, PPARg SRC-1 ag 2, TNAP act hi DEA 1, bIAP act 0.9, bIAP inhibitor 10, PPARg SRC2 recr 7 and ROMK primary 0.017.
Screening CCCCc1nc(SCC(=O)Nc2ncccn2)n[nH]1 returned PPARg SRC3 recr -10, STAT3 blocker 0, STAT1 blocker 4, SRC2 TRFRET art 1475, STAT3 act 109, PPARg SRC-1 ag -1, TNAP act hi DEA 1, bIAP act 1.1, bIAP inhibitor -7 and PPARg SRC2 recr -6.

Screening data from PubChem.
